USP1-UAF1 inh: USP1/UAF1 (human) deubiquitinase inhibition; hit rate 0.23% among 390,000; recombinant USP1/UAF1, Ub-Rhodamine cleavage fluorescence; O94782; Potency, µM (top dose mostly 57.1 µM), for the others: at the highest dose activity change, negative = inhibition, most hits filed as inhibitors; also: potency is read from the fitted curve at half-maximal effect; % is scaled to controls: 0 for no effect and ±100 for the full control effect; nearly all actives have a fitted effect of over 60% in size; inactives centre near -12
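USP1/UAF1 complex at 1 nM was preincubated with compound for 15 min at room temperature, then Ub-Rho substrate (150nM final) was added. Fluorescence (480/540 nm) was read kinetically, 6 reads every 60 seconds.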
PI4K2A block: inhibitors of human PI4K2A | activity change, negative = inhibition, % at 76.9 µM | purified PI4K2A, ADP-Glo luminescence, 1 h; stronger effect = lower value | Q9BTU6 | hit rate 0.13% among 420,000; in the data active = activity change below about -50%; inconclusive = mostly about -30% to -49%;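 also: -100% = wells without enzyme as full effect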
Target sequence (Q9BTU6 whole entry, looked up): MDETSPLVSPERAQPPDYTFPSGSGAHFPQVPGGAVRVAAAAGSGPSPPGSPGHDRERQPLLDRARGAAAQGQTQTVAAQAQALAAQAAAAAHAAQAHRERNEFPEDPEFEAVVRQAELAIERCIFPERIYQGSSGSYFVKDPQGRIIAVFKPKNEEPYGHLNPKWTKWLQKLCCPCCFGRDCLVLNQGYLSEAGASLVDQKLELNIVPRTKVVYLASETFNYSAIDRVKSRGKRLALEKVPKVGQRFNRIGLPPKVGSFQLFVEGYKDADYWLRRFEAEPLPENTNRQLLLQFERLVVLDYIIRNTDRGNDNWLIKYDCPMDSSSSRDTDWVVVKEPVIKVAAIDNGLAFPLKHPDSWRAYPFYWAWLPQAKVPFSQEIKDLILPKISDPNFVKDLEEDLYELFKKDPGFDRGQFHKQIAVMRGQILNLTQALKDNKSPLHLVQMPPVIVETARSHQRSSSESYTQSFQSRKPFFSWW
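PI4K2A activity was measured by ADP-Glo luminescence: enzyme (4 ug/mL stock) and phosphatidylinositol (1.2 mM stock) in Tris pH 7.5/MgCl2/EGTA/Triton X-100 buffer were reacted with ATP (300 microM stock) for one hour at ambient temperature.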
D2 agonist: agonists of human D2 dopamine receptor; hit rate 0.53% among 340,000; HEK293 T-REx D2 cells, calcium flux agonist mode; P14416; activation, % at 2 µM; AID 485358;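 active = activation over 3 SD above normal in the single-dose calcium agonist read, cut at about 30% in these data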; also: 0% is about no effect
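HEK293 Trex D2 cells, tetracycline-induced, o/n 30 C 5% CO2; no-wash Ca dye, RT 30–90 min; 10-cycle baseline, 23 nl cpd added, kinetic Ca read 180 s; agonist hits = positive Ca response.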
D2 antagonist: antagonizes the human D2 dopamine receptor. HEK293 TREx D2 cells, calcium flux, dopamine EC80. inhibition, % at 10 µM. hit rate 2% among 340,000. AID 485344; in the data active = inhibition above about 30%; also: 0% is about no effect
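Calcium flux kinetic readout in an inducible HEK293 TREx D2 line plated overnight at 30 C. After 180 s compound exposure, an EC80 dopamine challenge follows with another 180 s kinetic read to detect antagonism.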
TRHR ag: agonists of human TRH receptor | TRHR cells, calcium flux fluo-8, FDSS agonist mode | P34981 | AID 493084 | activation, % at 2 µM | hit rate 0.18% among 360,000; in the data active = activation above about 30%; also: 0% is about no effect
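In this calcium-flux screen, cells bearing human TRHR are dye-loaded with fluo-8, baselined for 10 cycles, then exposed to library compounds; positive kinetic calcium responses during the agonist phase mark hits, with TRH as control.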
IDH1 R132H inh: blocks human mutant IDH1 R132H enzyme; AID 602179; hit rate 0.093% among 390,000; IDH1-R132H enzyme, NADPH consumption, diaphorase/resazurin fluorescence; Potency, µM (series often up to 76.6 µM), for the others: at the top dose activity change, negative = inhibition, actives largely listed as inhibitors; O75874; also: potency is read from the fitted curve at half-maximal effect; % is scaled to controls: 0 for no effect and ±100 for the full control effect; nearly all actives have a fitted effect of over 65% in size
Target sequence (O75874 whole entry R132H, stated change not applied): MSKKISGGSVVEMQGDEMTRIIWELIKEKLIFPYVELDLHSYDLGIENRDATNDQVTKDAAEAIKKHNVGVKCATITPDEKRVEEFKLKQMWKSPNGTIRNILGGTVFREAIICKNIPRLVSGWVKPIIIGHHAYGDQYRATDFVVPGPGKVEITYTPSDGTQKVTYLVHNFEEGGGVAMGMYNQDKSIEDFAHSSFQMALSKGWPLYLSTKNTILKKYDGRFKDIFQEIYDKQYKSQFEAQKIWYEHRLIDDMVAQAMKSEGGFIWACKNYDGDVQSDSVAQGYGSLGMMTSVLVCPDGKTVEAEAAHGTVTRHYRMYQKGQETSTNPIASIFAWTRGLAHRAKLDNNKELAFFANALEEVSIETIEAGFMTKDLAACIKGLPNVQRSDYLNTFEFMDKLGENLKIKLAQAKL
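IDH1-R132H (0.5 ug/mL) preincubated 30 min with compound, then NADPH (0.016 mM) and alpha-KG (2 mM) added; 80 min at RT, pH 7.5. Remaining NADPH coupled via diaphorase/resazurin to fluorescence (540/590 nm); concentration-response curves normalized to no-enzyme control.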
rTrxR1 inhibitor: blocks rat thioredoxin reductase 1 | AID 588453 | recombinant rTrxR1, NADPH fluorescence consumption, selenite substrate | Potency, µM (series often up to 114 µM), inactives show at the highest dose activity change, negative = inhibition, usual class: inhibitors | hit rate 1% among 390,000; also: potency is read from the fitted curve at half-maximal effect; % is scaled to controls: 0 for no effect and ±100 for the full control effect; nearly all actives have a fitted effect of over 65% in size
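Rat TrxR1 (90 nM in the dispensed reagent) was pre-reduced with 400 uM NADPH for 5 min at room temperature, then incubated with compound for 15 min. After 400 uM selenite was added, NADPH fluorescence (Ex 340/Em 450 nm) was followed for 8 min.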
TrxR1 substrate: is turned over as a substrate by rat TrxR1; purified TrxR1 substrate turnover, NADPH consumption readout; AID 588456; hit rate 0.01% among 390,000; O89049; Potency, µM (doses to about 114 µM), without a hit: at the top dose activity change, negative = substrate turnover; also: potency is read from the fitted curve at half-maximal effect; % is scaled to controls: 0 for no effect and ±100 for the full control effect; nearly all actives have a fitted effect of over 50% in size
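Rat TrxR1, dispensed at 90 nM, was prereduced with 400 uM NADPH (final) for 5 min at ~22 deg C, then incubated with compound 15 min before 400 uM selenite. A first-read NADPH fluorescence drop versus no-compound background flagged substrates.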
TRHR PAM: allosteric enhancers of human TRH receptor; P34981; TRHR cells, fluo-8 calcium fluorescence, EC20 TRH enhancement; enhancement, % at 2 µM; hit rate 0.66% among 360,000; AID 493056; in the data active = enhancement above about 30%; also: 0% is about no effect
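Enhancer read-out: after compound pinning and an initial kinetic agonist-mode read, an EC20 of TRH (10 nM final) was injected and fluo-8 calcium signal (Ex 480/Em 530) followed at 1 s/cycle for 100 cycles in TRHR-expressing cells.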
* = called active by the depositor; [ ] = another dose, or the depositor's remark. Unless noted, calls follow the shape of the dose curve; as a rule, active = well fitted inhibition curve with a large enough effect; inconclusive = small, poorly fitted or top-dose-only effect; inactive = no such curve, though single readings can be large or run the other way.

O=C(COc1cccnc1[N+](=O)[O-])NCc1ccc(F)cc1 was read as USP1-UAF1 inh -21%, PI4K2A block 1, D2 agonist -0.2, D2 antagonist -9, TRHR ag 0.0, IDH1 R132H inh -9%, rTrxR1 inhibitor 27%, TrxR1 substrate 6% and TRHR PAM -7.
COc1cccc(NC(=S)N(CCc2nc3cc(C)c(C)cc3[nH]2)Cc2cccnc2)c1 was read as USP1-UAF1 inh -5%, PI4K2A block 0, IDH1 R132H inh -2%, rTrxR1 inhibitor -3% and TrxR1 substrate -7%[57.1 µM].
`CN1CCN(c2ccc(NC(=O)c3ccc(C(F)(F)F)cc3)cn2)CC1` gave USP1-UAF1 inh inconclusive, PI4K2A block 3, D2 agonist 2.1, D2 antagonist 6, TRHR ag 1.0, IDH1 R132H inh 9%, rTrxR1 inhibitor 35%[57.1 µM], TrxR1 substrate 14%[57.1 µM] and TRHR PAM -1.
For O=C1CC(c2ccc(Cl)c([N+](=O)[O-])c2)c2ccc3ccccc3c2N1 (stereo not given) the results were USP1-UAF1 inh -19%, PI4K2A block -2, D2 agonist -1.1, D2 antagonist -16, TRHR ag -2.6, IDH1 R132H inh 9%, rTrxR1 inhibitor 18%, TrxR1 substrate 4% and TRHR PAM 37*.
For O=C(COC(=O)c1ccc(O)cc1O)c1ccc(Cl)cc1 the results were USP1-UAF1 inh -21%, PI4K2A block 1, D2 agonist -0.1, D2 antagonist 2, TRHR ag -0.1, IDH1 R132H inh 6%, rTrxR1 inhibitor 14%, TrxR1 substrate 2%[57.1 µM] and TRHR PAM 0.
For O=C(NCCN1CCOCC1)c1ccc2c(c1)ncn2C1CCCCC1 the results were USP1-UAF1 inh -10%, PI4K2A block -11, D2 agonist -0.9, D2 antagonist -2, TRHR ag -0.4, IDH1 R132H inh -3%, rTrxR1 inhibitor 0%, TrxR1 substrate -4% and TRHR PAM 2.
Screening COc1ccc([N+](=O)[O-])cc1NC(=O)c1cn(-c2ccc(Cl)cc2)c(=O)c2ccccc12 returned USP1-UAF1 inh -10%, PI4K2A block -1, D2 agonist 1.3, D2 antagonist 9, TRHR ag 0.3, IDH1 R132H inh -10%, rTrxR1 inhibitor 7%, TrxR1 substrate -6% and TRHR PAM 72*.
`Cc1sc2nc(SCC(=O)NCCO)n(-c3ccccc3)c(=O)c2c1C` gave USP1-UAF1 inh -16%, PI4K2A block 2, TRHR ag -0.1, IDH1 R132H inh 1%, rTrxR1 inhibitor 19%[57.1 µM], TrxR1 substrate 5%[57.1 µM] and TRHR PAM -1.
CC12CCC(=O)N1C(C(=O)NCCc1ccccc1)CS2 (stereo not given) was read as USP1-UAF1 inh -24%, PI4K2A block 3, D2 agonist 0.9, D2 antagonist -1, TRHR ag -0.5, IDH1 R132H inh 9%, rTrxR1 inhibitor inconclusive, TrxR1 substrate -20% and TRHR PAM -2.
O=S(=O)(NCC1CCCO1)c1cc(Br)c(Br)s1 (stereo not given) was read as USP1-UAF1 inh -12%, PI4K2A block -3, D2 agonist -0.1, D2 antagonist 13, TRHR ag -2.0, IDH1 R132H inh 3%, rTrxR1 inhibitor 14%[57.1 µM], TrxR1 substrate 6%[57.1 µM] and TRHR PAM -3.
For CCc1nccn1Cc1cc(C=O)ccc1OC the results were USP1-UAF1 inh -7%, PI4K2A block -20, D2 agonist -0.5, D2 antagonist -7, TRHR ag 0.2, IDH1 R132H inh 11%, rTrxR1 inhibitor 12%[57.1 µM], TrxR1 substrate 10%[57.1 µM] and TRHR PAM 6.
`CCCc1cc2c(=O)c(-c3ccccn3)c(C)oc2cc1O` gave USP1-UAF1 inh -3%, PI4K2A block 1, D2 agonist -0.5, D2 antagonist 8, TRHR ag -0.2, IDH1 R132H inh -5%, rTrxR1 inhibitor 8%, TrxR1 substrate 18% and TRHR PAM 8.

Already shown: 2 of the compounds above.
For CCc1nccn1Cc1cc(C=O)ccc1OC the results were USP1-UAF1 inh -7%, PI4K2A block -20, D2 agonist -0.5, D2 antagonist -7, TRHR ag 0.2, IDH1 R132H inh 11%, rTrxR1 inhibitor 12%[57.1 µM], TrxR1 substrate 10%[57.1 µM] and TRHR PAM 6.
`CCCc1cc2c(=O)c(-c3ccccn3)c(C)oc2cc1O` gave USP1-UAF1 inh -3%, PI4K2A block 1, D2 agonist -0.5, D2 antagonist 8, TRHR ag -0.2, IDH1 R132H inh -5%, rTrxR1 inhibitor 8%, TrxR1 substrate 18% and TRHR PAM 8.

Continued.
For O=C(O)Cc1coc2ccc3ccccc3c12 the results were USP1-UAF1 inh -17%, PI4K2A block 2, D2 agonist 0.6, D2 antagonist 5, TRHR ag 0.0, IDH1 R132H inh 1%, rTrxR1 inhibitor -3%, TrxR1 substrate 4% and TRHR PAM 15.
`O=Cc1ccc(-c2cccs2)s1` gave USP1-UAF1 inh -4%, PI4K2A block 1, IDH1 R132H inh 4%, rTrxR1 inhibitor 137%[activator][11.4 µM] and TrxR1 substrate 82%[activator][11.4 µM].
For CCOc1ccc(NC(=O)C2CC(=O)N(C(C)C)C2)cc1 (stereo not given) the results were USP1-UAF1 inh -3%, PI4K2A block 5, D2 agonist 0.3, D2 antagonist -3, TRHR ag 0.3, IDH1 R132H inh -3%, rTrxR1 inhibitor -12%, TrxR1 substrate -11% and TRHR PAM 3.
For Cc1cc(NC(=O)Cn2nc(-c3cccs3)ccc2=O)cc(C)c1Br the results were USP1-UAF1 inh -6%, PI4K2A block -5, D2 agonist 0.2, D2 antagonist -14, TRHR ag 0.0, IDH1 R132H inh -17%, rTrxR1 inhibitor 0%[57.1 µM], TrxR1 substrate -6%[57.1 µM] and TRHR PAM 0.
For COC(=O)c1ccc(NC(=O)COC(=O)COc2cccc3c2OC(C)(C)C3)cc1 the results were USP1-UAF1 inh -9%, PI4K2A block -5, D2 agonist 0.1, D2 antagonist 10, TRHR ag 0.5, IDH1 R132H inh -7%, rTrxR1 inhibitor 3%, TrxR1 substrate -8% and TRHR PAM -2.
For O=C(O)CC1(CC(=O)NCc2ccncc2)CCCCC1 the results were USP1-UAF1 inh -8%, PI4K2A block 3, D2 agonist -0.1, D2 antagonist 11, TRHR ag -1.6, IDH1 R132H inh 1%, rTrxR1 inhibitor 10%, TrxR1 substrate 10%[57.1 µM] and TRHR PAM -8.
`CCn1c(=O)n(CC)c2cc(NS(=O)(=O)c3ccccc3)ccc21` gave USP1-UAF1 inh -22%, PI4K2A block 1, D2 agonist -1.0, D2 antagonist -4, TRHR ag -0.3, IDH1 R132H inh -3%, rTrxR1 inhibitor 9%, TrxR1 substrate 3% and TRHR PAM -1.
Screening Cc1ccc(S(=O)(=O)Nc2ccc3c(c2)nc2n3CCN(Cc3ccccc3)C2)cc1 returned USP1-UAF1 inh -8%, PI4K2A block 4, TRHR ag 0.6, IDH1 R132H inh 3%, rTrxR1 inhibitor -7%, TrxR1 substrate 4% and TRHR PAM -8.
`O=C(NNC(=O)c1ccccc1Br)c1ccc(Cl)c(Cl)c1` gave USP1-UAF1 inh -16%, PI4K2A block 1, D2 agonist 0.5, D2 antagonist -14, TRHR ag -0.2, IDH1 R132H inh 2%, rTrxR1 inhibitor 2%[57.1 µM], TrxR1 substrate 11%[57.1 µM] and TRHR PAM 7.
For Cc1nccn1CCC1CCCCN1C(=O)CCc1nnc(-c2ccsc2)o1 (stereo not given) the results were USP1-UAF1 inh -8%, PI4K2A block -13, D2 agonist 1.1, D2 antagonist 4, TRHR ag 0.9, IDH1 R132H inh 1%, rTrxR1 inhibitor 17%[57.1 µM], TrxR1 substrate 4%[57.1 µM] and TRHR PAM -2.
COc1ccccc1C(=O)N/C(=C\c1cn(C)c2ccccc12)C(=O)N1CCCC1 was read as USP1-UAF1 inh -18%, PI4K2A block 6, D2 agonist -0.1, D2 antagonist -10, TRHR ag -0.2, IDH1 R132H inh 3%, rTrxR1 inhibitor 20%[57.1 µM], TrxR1 substrate 7%[57.1 µM] and TRHR PAM -5.
`CC1(Br)C2CCCC1C2S(=O)(=O)c1ccccc1` (stereo not given) gave USP1-UAF1 inh -20%, PI4K2A block 1, D2 agonist -0.2, D2 antagonist 2, TRHR ag -0.2, IDH1 R132H inh 6%, rTrxR1 inhibitor -7%, TrxR1 substrate -10% and TRHR PAM 0.
`Cc1ccc(C(=O)Nc2ccc(Cl)cn2)cc1S(=O)(=O)N1CCOCC1` gave USP1-UAF1 inh -2%, PI4K2A block 3, D2 agonist 0.4, D2 antagonist 1, TRHR ag -1.1, IDH1 R132H inh 12%, rTrxR1 inhibitor -8%, TrxR1 substrate -6% and TRHR PAM 12.
`N#C/C(=C\c1ccccc1OCc1ccc(C(=O)O)cc1)C(=O)Nc1ccc(O)cc1` gave USP1-UAF1 inh -22%, PI4K2A block 7, D2 agonist -0.5, D2 antagonist 1, TRHR ag 0.4, IDH1 R132H inh inconclusive, rTrxR1 inhibitor -17%[57.1 µM], TrxR1 substrate -2% and TRHR PAM 5.
`CC(C)=CCN1CCN(Cc2cc(F)ccc2-n2nc(C)cc2C)CC1CCO` (stereo not given) gave USP1-UAF1 inh -7%, PI4K2A block -1, D2 agonist -0.8, D2 antagonist -10, TRHR ag 0.4, IDH1 R132H inh -1%, rTrxR1 inhibitor 1%, TrxR1 substrate -3% and TRHR PAM 4.
`Cc1nc(N)sc1-c1csc(N(C)c2ccc(O)cc2)n1` gave USP1-UAF1 inh 0%, PI4K2A block 3, TRHR ag 0.9, IDH1 R132H inh -2%, rTrxR1 inhibitor 7%, TrxR1 substrate -4% and TRHR PAM 4.
`COc1cc(C(=S)N2CCOCC2)cc(OC)c1OC(=O)c1ccccc1[N+](=O)[O-]` gave USP1-UAF1 inh -14%, PI4K2A block -2, D2 agonist -1.0, D2 antagonist -2, TRHR ag -0.2, IDH1 R132H inh 8%, rTrxR1 inhibitor 23%, TrxR1 substrate 8% and TRHR PAM -8.
`Cc1ccc(N2C(=O)c3ccccc3C2C(=O)c2ccc(C)c(C)c2O)cc1` (stereo not given) gave USP1-UAF1 inh 8%, PI4K2A block -3, D2 agonist -1.8, D2 antagonist -14, TRHR ag -2.0, IDH1 R132H inh 7%, rTrxR1 inhibitor -44%, TrxR1 substrate 10%[57.1 µM] and TRHR PAM -1.
